# INS promoter inh: TRM-6 insulin promoter activity inhibition | TRM-6 cells (human fetal islet line), insulin promoter-eGFP reporter, imaging; reporter expression induced with tamoxifen | inhibition, % at 2 µM | 130,000 compounds, 0.9% hits | AID 1273;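 active = inhibition above the mean plus 3 SD, with well images judged a real hit on visual review, cut at about 60% in these data, passing the limit was not always enough; inconclusive = inhibition over the cutoff but images rejected on review; inactive = inhibition not above the cutoff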
# sdo1 growth: restores growth of sdo1-depleted yeast | S. cerevisiae sdo1-depleted JHY4D growth rescue, OD600 30 h; stronger effect = higher value; pdr5 snq2 efflux-pump mutant strain | z-score at 10 µM | 140,000 compounds, 0.21% hits | AID 817;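 active = z-score above 3 at both the 24 hr and the 30 hr optical density reads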;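 note: z-score against mean and SD of all compound wells on the same plate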
# sdo1 growth Rescue 24 h: further read-out of sdo1 growth, marked with its call; z-score; S. cerevisiae sdo1-depleted JHY4D growth rescue, OD600; measured here: growth rescue at 24 h;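 0 is the plate mean of compound wells and units are plate SD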
# The depositor's hits bear a star; ? = inconclusive; / = not tested or not shown; & = joins results of further samples; [ ] = another dose, or the depositor's remark.
SMILES,INS promoter inh,sdo1 growth,sdo1 growth Rescue 24 h
CC1CCN(S(=O)(=O)c2ccc3c(c2)c(=O)c(C(=O)NCc2ccccc2Cl)cn3C)CC1,44.4,1.04,0.67
NCC(c1ccccc1)(c1ccccc1)c1ccccc1,-37.0,-0.49,0.07
Cc1cccc(NC(=O)CCC(=O)N/N=C/c2ccco2)c1C,-7.1,1.66,3.43
Cc1[nH]c2ccc(-c3n[nH]c(=S)n3C)cc2c1C,/,-0.8,-0.56
O=C(NC1CC2CCCC(C1)N2C(=O)NCc1ccccc1)C1CC1 (stereo not given),-3.0,0.47,0.87
Cc1ccc(S(=O)(=O)N2CCN(CCO)CC2)cc1-c1nnc2c3ccccc3c(C)nn12,32.5,/,/
CCCn1c(=O)c2c(nc3n2CCS3)n(C)c1=O,-127.8,/,/
Clc1ccc(OCCN2CCCCC2)c(Cl)c1,-35.5,-0.85,0.33
Cc1ccc(NC(=O)COC(=O)c2ccccc2Nc2ccccc2)cc1,13.7,-1.1,1
O=[n+]1c2c(n([O-])c3cc(Cl)ccc31)CCCC2,-16.7,2.7,2.89
O=C(CCN1CCN(Cc2ccccc2)CC1)Nc1ccccc1Cl,2.9,0.9,0.78
COc1cc2c(cc1OC)CC(=O)NC=C2,55.6,/,/
COC(=O)c1cc(CNC(=O)c2cccc(Cl)c2)ccc1OC,/,0.64,0.2
CCCN1C(=O)/C(=C/c2ccc(C)s2)NC1=S,60.0,-1.47,-1.05
CC(C)N(Cc1nc(-c2ccccc2)no1)C(=O)COc1ccccc1,/,0.33,1.61
CN(C)Cc1c(O)c(Cl)cc2c3c(c(=O)oc12)CCCC3,-14.3,-0.66,-0.36
Oc1ccc(C(=S)N2CCCCCC2)cc1,-5.3,0.31,-0.35
Cc1ccc(S(=O)(=O)Cn2nnnc2C(c2ccc(F)cc2)N2CCCCC2)cc1 (stereo not given),11.5,-1.19,-0.62
COc1ccc(-c2nc(CCNC(=O)c3ccco3)cs2)cc1OC,/,-0.76,-1.07
CCc1ccc2nc(NC(=O)c3ccc4c(=O)[nH]c(CN5CCOCC5)nc4c3)sc2c1,/,0.13,1.43
Cc1ccc(CNCc2cccnc2)cc1,-7.1,-0.4,-0.6
C=CCN(CC=C)CCOc1ccccc1F,-17.2,0.13,0.08
Cc1cc(C)c2nc(N3CCC(C(=O)NCc4ccccn4)CC3)sc2c1,50.0,/,/
O=C(COC(=O)c1cc(=O)[nH]c(=O)[nH]1)Nc1cccc(S(=O)(=O)N2CCCCC2)c1,10.0,/,/

# Sorted by number of heavy atoms (high to low): part of the list above.
SMILES,INS promoter inh,sdo1 growth,sdo1 growth Rescue 24 h
CCc1ccc2nc(NC(=O)c3ccc4c(=O)[nH]c(CN5CCOCC5)nc4c3)sc2c1,/,0.13,1.43
Cc1ccc(S(=O)(=O)Cn2nnnc2C(c2ccc(F)cc2)N2CCCCC2)cc1 (stereo not given),11.5,-1.19,-0.62
C=CCN(CC=C)CCOc1ccccc1F,-17.2,0.13,0.08

# Following part.
SMILES,INS promoter inh,sdo1 growth,sdo1 growth Rescue 24 h
O=C(OCC#CCSc1nnc(-c2ccc(Br)cc2)o1)c1ccco1,/,-0.69,-0.55
CCS(=O)(=O)Nc1c(C(=O)O)[nH]c2ccccc12,66.7,0.87,0.99
Cc1ccc(S(=O)(=O)Nc2ccc(N3CCOCC3)cc2)cc1,-81.2,-0.42,-0.52
O=[N+]([O-])c1cccc(-c2nnc(C34CC5CC(CC(C5)C3)C4)o2)c1,/,-0.12,1
CO/N=C/c1ccc(Sc2ccccc2N)c([N+](=O)[O-])c1,-2.3,-1.2,-0.98
O=C1C(Cl)=C(NCCCN2CCOCC2)C(=O)N1CCc1ccccc1,-20.0,-0.56,-0.97
CC1=NN(C(=O)c2csc(C)c2C)C(O)(C(F)(F)F)C1 (stereo not given),-40.0,0.85,0.74
COc1ccc(N2CCN(C(=O)CCc3ccc(S(=O)(=O)NCC(C)C)cc3)CC2)cc1,-29.5,-1.45,-0.85
Cc1ccc(NC(=O)CCSc2nnc3ccccn23)cc1,-23.1,1.13,0.38
Cc1cc(C(=O)NP(=O)(N2CCOCC2)N2CCOCC2)c(C)n1-c1ccc(Br)cc1,/,2.32,2.57
COc1ccccc1Nc1ncnc2c1cnn2-c1cccc(C)c1,-30.4,-0.15,-0.52
COC(=O)C1=C(CN2CCc3ccccc32)NC(=O)NC1c1cc(C)ccc1C (stereo not given),-8.1,-1.26,-0.48
CC(NC(=O)c1cccs1)C(c1cccs1)N1CCN(Cc2ccccc2)CC1 (stereo not given),8.1,-0.65,-1.01
COc1cc(CNCCCCO)ccc1OCc1ccccc1F,10.5,/,/
c1coc(-c2cc(C3CCNCC3)[nH]n2)c1,41.5,/,/
CONC(=O)C1CCN(C(=O)OCc2ccccc2)CC1,10.0,0.39,-0.16
COc1ccc(N(CC(=O)NCc2ccccc2OC)S(=O)(=O)c2c(C)nn(C)c2C)cc1,/,-1.72,-1.6
Cc1ccc(C(=O)N2CCN(c3ccc([N+](=O)[O-])c(NCc4cccnc4)c3)CC2)cc1,/,0.19,-0.03
Cc1cc(C)cc(NC(=O)CCCSc2nc3ccccc3[nH]2)c1,-38.5,-0.36,-0.05
CCS(=O)(=O)N1CCCC(C(=O)NCCc2ccccc2)C1 (stereo not given),6.5,0.12,-0.32
COc1ccc(S(=O)(=O)N2CCOC2CNC(=O)C(=O)NCCCn2ccnc2)cc1OC (stereo not given),23.8,1.06,1.28
Cc1sc(=NC(=O)c2ccco2)n(C)c1-c1ccc(F)cc1,-33.3,-0.68,-0.34
Cn1c(C(=O)OC(C(=O)NC2CCCC2)c2cccnc2)cc2sccc21 (stereo not given),11.1,-0.55,-0.59
COCCNC(=O)CC(c1ccccc1)c1ccccc1,13.0,1.05,0.76
O=C(Cn1cc[n+](Cc2ccccc2)c1)c1ccc([N+](=O)[O-])cc1,0.0,/,/
Cc1nc(-c2cccc(NC(=O)c3cc4cc(Br)ccc4oc3=O)c2)cs1,22.6,0.27,0.3
Cc1c(Nc2ccc3nonc3c2[N+](=O)[O-])c(=O)n(-c2ccccc2)n1C,-11.8,/,/
CCN(CC)CC#CCOC(c1ccccc1)c1ccccc1,7.0,/,/
Cc1cc(NC(=O)CCC(=O)N(CC(=O)NC2CCCC2)Cc2cccs2)no1,-106.2,/,/
CC(NC(=O)c1ccccc1)c1nc2ccccc2n1Cc1ccccc1F (stereo not given),-36.1,-1.12,-0.91
Cc1cc(C)nc(SCCC(=O)N2CCOCC2)n1,25.0,1.64,1.74
O=C(O)C1C2C=CC(C2)C1C(=O)Nc1nccs1 (stereo not given),1.4,-0.34,0.33
CCCCCOc1ccc(N2C(=O)CC(N(O)c3ccccc3)C2=O)cc1 (stereo not given),-73.3,-0.15,-0.6
CC(C)=CC(=O)OCC(=O)Nc1cccc([N+](=O)[O-])c1,8.8,0.45,0.03
CCOC(=O)c1c(NC(=O)CC2Nc3ccccc3NC2=O)sc(C)c1C (stereo not given),2.7,-0.52,-0.54
O=C(O)c1ccccc1CSC1=NCCS1,0.0,/,/
COc1ccc(-n2nnnc2SCC(N)=O)cc1,25.0,0.31,-0.24
Nc1c(C(=O)Nc2ccccc2F)sc2nc(-c3ccco3)ccc12,-16.3,0.01,0.3
CCn1c(-c2nn(C)c(C)c2Cl)n[nH]c1=S,?,0.7,0.03
Cc1noc(/C=C/N(C)C)c1S(=O)(=O)N1CCCC(C(=O)NC(C)c2ccccc2)C1 (stereo not given),/,0.57,0.06
O=C(CN1C(=O)C2CC=CCC2C1=O)NCc1ccc2c(c1)OCO2 (stereo not given),17.9,-0.48,-0.15
Nc1ccc(Nc2nc(-c3cccs3)cs2)cc1,63.0,/,/
Cc1ccc(-c2ccc(=O)n(CC(=O)N3CCN(c4cccc(C)c4)C(C)C3)n2)cc1 (stereo not given),-28.1,-0.84,-0.18
S=C(c1ccc(-c2ccc(Br)cc2)o1)N1CCCCC1,-40.7,/,/
O=C(COC(=O)CCC1CCCC1)Nc1ccccc1Sc1ccccc1,9.7,-0.34,-0.34
CCOC(=O)N1CCN(C2CC(=O)N(c3ccc(F)cc3)C2=O)CC1 (stereo not given),3.0,0.22,0.35
O=C(CSc1ncnc2c1oc1ccccc12)NCc1ccco1,-20.0,-0.4,-1.02
Cc1ncc([N+](=O)[O-])n1CCO,14.3,0.48[9.9 µM],1.22
Cc1ccnc(SCC(=O)n2c3c(c4ccccc42)CC(C)CC3)n1 (stereo not given),/,-0.92&-1.27,0.19&-0.43
Cc1cc([N+](=O)[O-])ccc1NC(=O)C[n+]1ccc(N(C)C)cc1,15.4,/,/
COC(=O)c1sc2nc(N3CCCCC3)c3c(c2c1N)CCCC3,10.3,-2.09,-1.56
Cc1ccc(-n2c(SCC(=O)NC3CCCCC3)nc3c(c2=O)SCC3)cc1,/,-1.29,-1.05
CCCOc1ccc(NC(=O)CC2C(=O)N(CC)C(=S)N2CCNC(C)=O)cc1 (stereo not given),-72.4,0.55,0.03
O=C(O)CC(Cn1cnnn1)c1ccccc1 (stereo not given),/,1.83,1.78
CCC(C)NS(=O)(=O)c1ccc(OCC(=O)NCc2ccc3c(c2)OCO3)cc1 (stereo not given),0.0,-0.46,-1.17
O=C(c1ccc2nc(N3CCCCC3)sc2c1)N1CCN(Cc2ccc3c(c2)OCO3)CC1,20.0,0.11,0.25
C=CCNC(=O)NC(=O)COC(=O)c1ccccc1Sc1ccc(C(F)(F)F)cc1[N+](=O)[O-],/,-0.93,0.26
COC(=O)c1sc2ccccc2c1-n1cccc1C(=O)C(=O)Nc1ccc(Cl)cc1,-8.1,-0.33,-1.13
COc1ccc2nc(Nc3ccccc3OC)sc2c1,-4.8,/,/
O=C1c2ccccc2-c2ncnc3cccc1c23,-40.0,/,/
# New compounds follow
SMILES,INS promoter inh,sdo1 growth,sdo1 growth Rescue 24 h
Cn1nnnc1SCC(=O)N1CCN(C(=O)c2ccco2)CC1,16.7,/,/
COc1ccc(S(=O)(=O)NCCSCc2cccs2)cc1,-159.3,-0.92,-0.73
COc1ccc(C2=C(C=Nc3c(C)n(C)n(-c4ccccc4)c3=O)C(c3ccccc3C)c3ccccc3O2)cc1OC (stereo not given),51.4,0.27,2.26
CCCNNC(=O)C(O)(c1ccccc1)c1ccccc1,/,1.49,1.21
Cc1ccc(-c2nc3ccccc3s2)cc1NC(=S)NC(=O)c1ccccc1,40.0,-0.45,0.84
CN1CCN(C(=O)/C(=C\c2ccccc2)c2ccccc2)CC1,-32.1,0.81,0.68
NNc1nc(NCc2ccccc2)nc(N2CCOCC2)n1,42.9,2.27,3.32
Clc1cc(Br)ccc1OCCCn1ccnc1,9.8,-0.45,0.46
CCNC(=S)N(Cc1ccco1)Cc1cc2cc3c(cc2[nH]c1=O)OCCO3,/,1.02,1.46
O=C(COc1ccccc1)Nn1c(-c2ccccc2)nc2ccccc2c1=O,-28.0,-0.41,-0.3
CC(C)(C)c1ccc(OCC(O)CN(CCO)CC(O)Cn2ccc3ccccc32)cc1 (stereo not given),/,-0.9,-0.63
Cc1ccc(NC(=O)c2ccco2)cc1NC(=O)CSc1nnc(-c2cccs2)n1C,12.9,2.24,2.09

# 13 entries from above, bar-delimited:
canonical_smiles | INS promoter inh | sdo1 growth | sdo1 growth Rescue 24 h
COC(=O)c1sc2ccccc2c1-n1cccc1C(=O)C(=O)Nc1ccc(Cl)cc1 | -8.1 | -0.33 | -1.13
COc1ccc2nc(Nc3ccccc3OC)sc2c1 | -4.8 | / | /
O=C1c2ccccc2-c2ncnc3cccc1c23 | -40.0 | / | /
Cn1nnnc1SCC(=O)N1CCN(C(=O)c2ccco2)CC1 | 16.7 | / | /
COc1ccc(S(=O)(=O)NCCSCc2cccs2)cc1 | -159.3 | -0.92 | -0.73
COc1ccc(C2=C(C=Nc3c(C)n(C)n(-c4ccccc4)c3=O)C(c3ccccc3C)c3ccccc3O2)cc1OC (stereo not given) | 51.4 | 0.27 | 2.26
CCCNNC(=O)C(O)(c1ccccc1)c1ccccc1 | / | 1.49 | 1.21
Cc1ccc(-c2nc3ccccc3s2)cc1NC(=S)NC(=O)c1ccccc1 | 40.0 | -0.45 | 0.84
CN1CCN(C(=O)/C(=C\c2ccccc2)c2ccccc2)CC1 | -32.1 | 0.81 | 0.68
NNc1nc(NCc2ccccc2)nc(N2CCOCC2)n1 | 42.9 | 2.27 | 3.32
Clc1cc(Br)ccc1OCCCn1ccnc1 | 9.8 | -0.45 | 0.46
CCNC(=S)N(Cc1ccco1)Cc1cc2cc3c(cc2[nH]c1=O)OCCO3 | / | 1.02 | 1.46
O=C(COc1ccccc1)Nn1c(-c2ccccc2)nc2ccccc2c1=O | -28.0 | -0.41 | -0.3

# The results go on:
SMILES,INS promoter inh,sdo1 growth,sdo1 growth Rescue 24 h
C=CCOc1ccc(-c2n[nH]c(=S)o2)cc1,0.0,/,/
CC(C)COC(=O)Cc1c(O)c2ccccc2[nH]c1=O,/,1.26,0.86
O=C(/C=C/N1CCOCC1)c1coc2ccccc12,50.0,0.2,-0.07
CCc1c(C)sc(NC(=O)c2cc(C)on2)c1C#N,-3.0,-1.46,-0.78
Cc1ccc(C2(C)NC(=O)N(CC(=O)Nc3cc(C)on3)C2=O)cc1 (stereo not given),16.7,0.75,1
O=C(CSc1nnc(Cc2ccccc2)o1)c1cc(F)ccc1F,-41.7,/,/
Cc1ccc(N2C(=O)c3ccccc3C2C(=O)c2cc(C)ccc2O)cc1 (stereo not given),23.1,-1.83,-1.26
CCC(=O)Nc1cc(C(=O)NCC2CCCN2CC)c(OC)cc1N(C)C (stereo not given),-27.0,0.15,-0.46
COC(=O)C1=C(C)Nc2ncnn2C1c1cccnc1 (stereo not given),25.0,-0.44,-0.95
O=c1c2ccccc2c(C=Nc2ccc(Cl)cn2)c(O)n1-c1cc(Cl)ccc1N1CCOCC1,-7.7,-0.43,0.57
CCc1ccc2nc(Nc3ccc(OC)cc3OC)c(C#N)cc2c1,-88.2,/,/

# The list is partial, so the mix of outcomes need not match the whole.
